# Compound activity as filed in PubChem.
# pCIP destab = p/CIP protein destabilization; decrease of EGFP signal, % at 10 µM; hit rate 0.01% among 290,000; Q05BA5; AID 1984; F442A p/CIP-EGFP cells, EGFP fluorescence, 16 h;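 active = EGFP signal decrease of at least 30% at 10 µM or well 3 SD below plate mean, unless failing retest; inactive = the rest, including hits failing retest or dose response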; note: some compounds called inactive have numbers as strong as hits; many of its hits are not listed in these tables
# UBC9 SUMO inh = SUMOylation inhibition; HTRF SUMOylation assay, SAE1/SAE2 + UBC9, in vitro; P63279; inhibition, % at 35 µM; hit rate 0.36% among 290,000; in the data active = inhibition above about 50%, passing the limit was not always enough; note: strong numbers were not always called active
# Target sequence (P63279 whole entry, looked up): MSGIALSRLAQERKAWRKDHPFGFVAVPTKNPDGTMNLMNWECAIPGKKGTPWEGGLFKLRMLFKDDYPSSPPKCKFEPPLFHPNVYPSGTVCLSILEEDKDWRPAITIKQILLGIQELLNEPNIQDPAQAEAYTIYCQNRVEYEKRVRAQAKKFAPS
# M18AAP inhibitor = blocks P. falciparum M18 aspartyl aminopeptidase; recombinant PfM18AAP, H-Glu-NHMec fluorogenic cleavage; hit rate 1.2% among 290,000; inhibition, % at 7.35 µM;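 active = inhibition above the campaign mean inhibition over all tested compounds plus 3 SD, cut at about 28% in these data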;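 note: 0% = plate median of test compound wells and 100% = 2 mM ZnCl2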
# MEKK3 PB1 HTS = modulators (inhibitors or enhancers) of MEK5 binding to human MEKK3 PB1 domain. Q99759. hit rate 1.4% among 290,000. binding response (% of control), % at 10 µM. bead-based flow cytometry, Alexa488-MEK5 binding to MEKK3; actives lie on both sides; 0 = blocked by unlabeled MEK5, 100 = vehicle;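 active = binding response more than 3 SD above or below the average of its plate-row segment, actives on both sides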;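 note: Alexa488 bead fluorescence after subtracting the streptavidin-only scavenger bead signal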
# Target sequence (Q99759 whole entry, looked up, the tested form may be a part): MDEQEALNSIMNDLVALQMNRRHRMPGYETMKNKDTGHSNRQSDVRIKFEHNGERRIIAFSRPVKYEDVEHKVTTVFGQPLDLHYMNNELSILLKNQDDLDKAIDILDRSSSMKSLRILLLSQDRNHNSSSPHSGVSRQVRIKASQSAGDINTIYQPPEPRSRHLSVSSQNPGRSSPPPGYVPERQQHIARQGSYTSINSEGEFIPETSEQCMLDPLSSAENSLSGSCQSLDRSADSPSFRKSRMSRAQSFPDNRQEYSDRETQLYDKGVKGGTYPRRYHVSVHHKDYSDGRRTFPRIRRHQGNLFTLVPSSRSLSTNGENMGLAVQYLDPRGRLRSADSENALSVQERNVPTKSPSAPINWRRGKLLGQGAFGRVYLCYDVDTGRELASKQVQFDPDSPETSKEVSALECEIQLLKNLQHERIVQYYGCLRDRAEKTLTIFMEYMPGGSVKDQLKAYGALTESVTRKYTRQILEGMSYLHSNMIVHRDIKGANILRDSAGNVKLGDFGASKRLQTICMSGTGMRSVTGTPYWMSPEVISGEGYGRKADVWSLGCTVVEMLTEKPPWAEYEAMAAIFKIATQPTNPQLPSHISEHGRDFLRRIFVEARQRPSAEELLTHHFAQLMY
# IDE act = activators of human insulin-degrading enzyme in cells; P14735; HEK cells, FAbeta-B cleavage, fluorescence polarization; 0% vehicle, 100% cell-free pure enzyme wells; activation, % at 5.96 µM; hit rate 0.073% among 340,000; AID 493087;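 active = activation above the mean of all tested compounds plus 3 SD, set per screening campaign, cut at about 17% in these data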
# MEKK2wt PB1 HTS = raises or lowers MEK5 binding to wildtype human MEKK2 PB1 domain; hit rate 1.1% among 290,000; binding response (% of control), % at 10 µM; bead flow cytometry, Alexa488-MEK5 binding to MEKK2 WT; actives lie on both sides; Q9Y2U5; in the data active = binding response below about 67% or above about 130%
# MEKK2mut PB1 HTS = signal of MEK5 binding to mutant human MEKK2 PB1 domain | percent response, % at 10 µM | bead flow cytometry, Alexa488-MEK5 binding to MEKK2 mutant | hit rate 0.35% among 290,000; in the data active = percent response above about 24%, passing the limit was not always enough; note: inactives centre near 1; some results filed as inactive read as strong as hits; reference of the scale not given here
# NALP1 inh = blocks the NALP1 inflammasome reconstituted in yeast | AID 2071 | hit rate 0.61% among 280,000 | inhibition, % at 10 µM | S. cerevisiae NALP1/ASC/caspase-1 growth, X-gal OD620, 72 h; in the data active = inhibition mostly above about 24%, no sharp cut-off; inactive = mostly below about 32%; note: some compounds called inactive have numbers as strong as hits
# IDE cell inh = cellular human IDE inhibition; HEK cells, FAbetaB cleavage, fluorescence polarization; P14735; hit rate 0.41% among 320,000; inhibition, % at 5.59 µM;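 active = percent inhibition above the average of all tested compounds plus 3 SD, set per screening campaign, cut at about 16% in these data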;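 note: IDE supplied by intact live HEK cells; FP after avidin binding of uncleaved biotin substrate so inhibition keeps polarization high; 0% = DMSO wells and 100% = 60 µM reference IDE inhibitor Ii1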
# Starred values were filed as active, the others as inactive; . = no result given; & = joins results of further samples. The list is partial, so the mix of outcomes need not match the whole.
SMILES,pCIP destab,UBC9 SUMO inh,M18AAP inhibitor,MEKK3 PB1 HTS,IDE act,MEKK2wt PB1 HTS,MEKK2mut PB1 HTS,NALP1 inh,IDE cell inh
CC(=O)Nc1cccc(-c2nc3ccccc3s2)c1,7,2,-15,97,5,95,-7,4,6
O=C(CNS(=O)(=O)c1ccc2ccccc2c1)OCc1nnc(-c2ccccc2)o1,-7,6,0,99,1,98,-1,15,-1
Cc1cc(-c2csc(NC(=O)c3cccc(S(=O)(=O)N(C)C)c3)n2)c(C)n1-c1ccccc1,-11,18,5,92,3,92,-2,35,2
Cc1nc2ccccc2c2oc(C(=O)NCCCN3CC(C)CC(C)C3)cc12 (stereo not drawn),-5,12,-2,96,7,108,2,16,-9
CCN1CCN(C(=O)N(c2ccccc2)c2ccccc2)CC1,-12,2,1,105,0,102,5,14,0
CN1[C@@H](CC(=O)c2ccccc2)CCC[C@H]1C[C@H](O)c1ccccc1,-10&5,-2&-28,1&14,95&106,-4,99&108,-4&5,6&6,3
Cc1cc(Nc2ccc(Cl)cc2)nc(N2CCOCC2)n1,-1,13,3,107,.,109,14,7,-2
O=C(c1cccc(S(=O)(=O)NCc2ccccc2)c1)N1CCCC1,-8,6,6,110,7,111,7,4,7
CCC1(CC)Cc2ccccc2-c2nc(NCCO)[nH]c(=O)c21,-7,24,5,106,-2,100,3,5,0
N#Cc1cnn(-c2ccc(F)cc2)c1N,-2,11,0,96,5,99,-3,9,0
N#C/C(=C\c1ccc(C(=O)O)cc1)c1nc2sc3c(c2c(=O)[nH]1)CCCC3,-54,60*,10,99,-7,98,0,-4,.
CCC(=NC)C1=C(O)CC(c2ccccc2)CC1=O (stereo not drawn),-4,4,-4,102,0,110,5,7,2
COC(=O)c1sc2cc(C(F)(F)F)cnc2c1-c1ccccn1,15,6,-9,101,5,101,4,2,-10
CSc1ccccc1NC(=O)CN(c1cc(C)cc(C)c1)S(C)(=O)=O,-19,-6,3,114,4,123,5,3,3
CC1CCCCN1C(=O)CN1C(=O)CSc2ccc(S(=O)(=O)N3CCOCC3)cc21 (stereo not drawn),-4,.,-3,94,1,96,-10,19,0

# Arranged by value in MEKK2wt PB1 HTS (ascending): some entries from above
SMILES	MEKK2wt PB1 HTS
Cc1cc(-c2csc(NC(=O)c3cccc(S(=O)(=O)N(C)C)c3)n2)c(C)n1-c1ccccc1	92
CC(=O)Nc1cccc(-c2nc3ccccc3s2)c1	95
CC1CCCCN1C(=O)CN1C(=O)CSc2ccc(S(=O)(=O)N3CCOCC3)cc21 (stereo not drawn)	96
N#Cc1cnn(-c2ccc(F)cc2)c1N	99
CCC(=NC)C1=C(O)CC(c2ccccc2)CC1=O (stereo not drawn)	110
O=C(c1cccc(S(=O)(=O)NCc2ccccc2)c1)N1CCCC1	111

# (next part)
SMILES,pCIP destab,UBC9 SUMO inh,M18AAP inhibitor,MEKK3 PB1 HTS,IDE act,MEKK2wt PB1 HTS,MEKK2mut PB1 HTS,NALP1 inh,IDE cell inh
Cc1noc(NS(=O)(=O)c2ccc(N/C=C/C(=O)c3ccccc3)cc2)c1C,-17,14,-1,104,0,100,3,25,2
O=C1c2ccc3c4c(ccc(c24)C(=O)N1NC(=O)C(F)(F)F)CC3,-11,12,-2,99,-4,98,1,4,-4
CNC(=O)/C(C#N)=C/c1c(N2CCN(c3ccccc3)CC2)nc2c(C)cccn2c1=O,-1,5,1,108,5,111,7,14,2
CCCC(=O)N(CCN(Cc1ccccc1)C(=O)CCC)Cc1ccccc1,-6,-15,6,104,2,104,2,11,0
COc1ccccc1CNC(=O)C1CCC(CNS(=O)(=O)c2ccc(NC(C)=O)cc2)CC1 (stereo not drawn),-3,9,-8,104,1,103,11,5,4
COC(=O)C1=C(C(=O)OC)[C@@H]2N(Cc3ccccc3)c3ccccc3[C@@]23C[C@@H](C(=O)OC)N(C(=O)c2ccc(Br)cc2)C3=N1,-5,-2,4,101,0,96,-7,6,1
CCc1cccc(NC(=O)c2cccc3c2C(=O)N(C2CCCCC2)C3)c1,8,-19,-6,97,4,98,0,10,5
CC1CCC2CCCCC2N1C(=O)c1cc([N+](=O)[O-])cc([N+](=O)[O-])c1 (stereo not drawn),-10,6,1,98,2,97,-3,3,-1
Cc1ccc(C(=O)O)cc1N=Cc1cc(Br)cc(Br)c1O,-7,9,9,97,5,97,0,70*,1
CCCCNC(=O)Cc1ccc(Br)cc1,-31,1,1,98,7,100,-5,12,-1
Cc1cccc(N2CCN(C(=O)NCc3ccc(Cl)cc3)CC2)c1,-16,4,-2,97,-3,99,-2,-35,12
O=C(N/N=C/c1cccnc1)c1cccc(Br)c1,3,2,0,102,-2,102,4,0,.
CCOC(=O)CCC(NC(=O)CCCCC(=O)NC(CCC(=O)OCC)C(=O)OCC)C(=O)OCC (stereo not drawn),-5,4,3,130*,1,107,1,19,0
S=C(NCc1ccccn1)Nc1ccc(Br)cc1Cl,-8,4,1,101,2,103,0,16,1
N/C(=N\OC(=O)CSc1ccccc1)c1ccccn1,-7,3,2,101,2,105,3,4,-1
C=C(C)Cn1c(SCCCO)nc2c1c(=O)[nH]c(=O)n2C,0,13,-3,109,3,114,11,-4,-2
Cn1c(CN2CCN(C(=O)c3ccccc3Cl)CC2)nc2cc([N+](=O)[O-])ccc21,-3,7,5,100,5,105,1,20,-1
c1ccc(CNc2ncnc3sc4c(c23)CCC4)nc1,3,13,-12,103,4,105,3,-18,-1
COC(=O)c1ccc(C(NC(=O)OCc2ccccc2)/C(F)=C/[C@@H](C)C(=O)NCc2ccc(OC)c(OC)c2)cc1 (stereo partly drawn),-1,42,1,94,7,98,1,41,3
COc1ccc(CCNCCN2CCOCC2)cc1,-2,12,2,102,2,109,7,-11,8
COc1cccc(/C=C2\SC(=O)N(CC(=O)NC3CCS(=O)(=O)C3)C2=O)c1 (stereo not drawn),-8,15,15,96,-3,95,0,-15,2
Clc1cccc(Cl)c1CO/N=C/c1cccs1,-2,7,7,100,2,102,14,8,7
Cc1sc(-c2ccncc2)nc1OC(=O)c1ccc(F)cc1F,2,15,6,96,-5,106,2,-23,3
COc1ccc(Cl)cc1NC(=O)c1cccnc1,6,3,3,105,5,113,6,3,2
Cn1nc([N+](=O)[O-])nc1Oc1ccccc1C(=O)N1CCOCC1,-6,10,4,102,3,100,1,3,0
COc1ccc(NC(=O)CC(NCc2ccccn2)C(=O)O)cc1 (stereo not drawn),8,-46,1,101,7,104,-1,-20,7
COc1ccc(CN2CCCC(CNC(=O)c3ccc(F)cc3)C2)cc1OC (stereo not drawn),-6,17,-4,99,7,105,5,-3,6
Cc1ccc2cc(C)c(SCC(=O)Nc3ccc(S(=O)(=O)N4CCCC4)cc3)nc2c1,4,-21,-3,97,6,95,-7,.,1
N#C/C(=C\c1ccc(OCc2ccc(F)cc2)cc1)C(=O)Nc1cccc(C(=O)O)c1,-13,19,0,102,3,96,-3,.,2
CC1(C)CC(=O)C(Br)=C(O)C1,-13,9,2,105,0,108,3,2,.
COc1ccc(-c2noc(CSc3nc(N)c(-c4ccccc4)c(=O)[nH]3)n2)cc1,4,-3,-1,103,1,103,5,43,2
Cc1ccc2[nH]c3c(N4CCOCC4)ncnc3c2c1,0,28,5,91,-11,99,2,-9,29*
COc1ccc(S(=O)(=O)N2CCC(C(=O)Nc3ccccc3C)CC2)c2cccnc12,-3,-2,0,91,5,89,-5,22,7
CCN(CCCNC(=O)C1CCN(S(=O)(=O)CC)CC1)c1cccc(C)c1,-22,25,4,99,2,103,1,-32,-2
COc1ccc(OCC(O)CNC(=O)Nc2ccccc2)cc1 (stereo not drawn),-3,11,2,95,7,86,-16,16,4
CCC(C)(C)n1nnnc1C(c1cc2cc(OC)c(OC)cc2[nH]c1=O)N1CCc2ccccc21 (stereo not drawn),1,3,7,99,-9,94,2,23,-1
CC(C)=C1C(=O)NN(c2ccc(C)c(Cl)c2)C1=O,3,21,16,124,6,99,-1,32,10
CCc1nc2scc(-c3cccs3)c2c(=O)o1,-7,19,4,97,6,110,5,23,2
O=C(NCc1nc2ccccc2[nH]1)C1=C[C@@H](c2csc3ccccc23)C[C@@H](OCCCCO)O1,11,-32,.,85,2,74,2,-1,3
COC(=O)c1cc(NC2c3ncccc3C(=O)N2Cc2ccccc2)cc(C(=O)OC)c1 (stereo not drawn),-3,-4,-10,105,3,101,6,12,4
CCOC(=O)Cn1c(=N)n(CCOc2ccc(F)cc2)c2ccccc21,-4,18,-7,91,-1,94,-15,10,1
O=C(Nc1ccc(-c2nc3ncccc3o2)cc1)c1ccc(Br)o1,9,28,3,114,-7,112,10,0,0
CCCSC1=C(C#N)C2(CCCCC2)C(C#N)=C(N)N1,-19,8,-2,78,-1,70,-19,8,5
COc1ccc(CC(=O)NCC(=O)N/N=C/c2sccc2C)cc1,18,11,4,97,5,101,1,10,-2
COCCNC(=O)c1cccc(NS(=O)(=O)c2cccc3cccnc23)c1,3,9,-1,104,3,102,0,20,2

# Brought forward from above: two entries; new compounds follow.
SMILES,pCIP destab,UBC9 SUMO inh,M18AAP inhibitor,MEKK3 PB1 HTS,IDE act,MEKK2wt PB1 HTS,MEKK2mut PB1 HTS,NALP1 inh,IDE cell inh
COc1ccc(CC(=O)NCC(=O)N/N=C/c2sccc2C)cc1,18,11,4,97,5,101,1,10,-2
COCCNC(=O)c1cccc(NS(=O)(=O)c2cccc3cccnc23)c1,3,9,-1,104,3,102,0,20,2
O=C(NCC1CCCO1)C1CCN(CC2CCCCC2)CC1 (stereo not drawn),-4,16,-4,100,6,103,7,9,1
COc1ccc(C)cc1S(=O)(=O)N(CC(=O)Nc1cc([N+](=O)[O-])ccc1C)c1ccc(C)c(C)c1,4,-8,-2,100,4,112,-1,17,5
CN(C)CC(O)CN1C(=O)N(CN2C(=O)N(CC(O)CN(C)C)C(=O)C2(C)C)C(C)(C)C1=O (stereo not drawn),-11,2,-3,100,.,83,-10,1,5
C/C(Cl)=C\Cn1c(N2CCCC2)nc2c1c(=O)n(C)c(=O)n2C,-15,3,1,105,1,109,11,14,3
Cc1cc2cc(C)c3nnc(SCC(=O)Nc4ccc(S(=O)(=O)N5CCCCC5)cc4)n3c2cc1C,3,16,-8,100,6,96,-1,12,-3
O=C1CN(c2nnnn2-c2ccccc2)CCN1,-1,-2,-19,104,-5,102,5,50,0
COc1cc(CNC(C)c2ccccc2)cc(Br)c1OCc1ccccc1 (stereo not drawn),-4,-12,4,112,8,192*,17,1,-2
CCOC(=O)C1=C(N)n2c(s/c(=C\c3cccs3)c2=O)=C(C(=O)OCC)C1c1cccs1 (stereo not drawn),0,30,-9,92,0,94,-11,14,3
CC(C)(C)c1ccc(Cn2nnc3c(=O)[nH]c(C4CCCN(C(=O)c5ccco5)C4)nc32)cc1 (stereo not drawn),-28,1,8,100,0,97,1,5,5
CCN(CC(=O)Nc1ccc(C)c(S(=O)(=O)N(C)C)c1)Cc1ccccc1,-6,13,6,101,4,101,3,-10,-4
O=C(CCS(=O)(=O)c1ccc(Br)cc1)NCCc1ccccc1,-6,12,-2,106,-1,111,9,2,3
NS(=O)(=O)c1ccc(NC(=S)Nc2ccc(F)c(F)c2)cc1,-5,19,0,101,0,101,-1,31,1
O=S(=O)(NC1=NCCC1)c1ccc(F)cc1,-1,-2,-1,103,0,106,3,8,-3
CCN1CCN(C(=O)Nc2ccc(OC)cc2OC)CC1,-2,13,0,96,2,97,-2,10,4
